# Bioassay records as filed in PubChem BioAssay.
# Rv3671c protease: inhibitors of M. tuberculosis serine protease Rv3671c; P9WHR9; inhibition, % at 5.96 µM; hit rate 0.048% among 320,000; in the data active means inhibition above about 38%;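 further: extracellular domain of Rv3671c used as enzyme; 0% = enzyme with DMSO and 100% = no enzyme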
# GDH-TPI counter: counter-screen for M. tuberculosis FBA inhibitors: GDH-TPI coupled enzymes | hit rate 1.2% among 360,000 | inhibition, % at 4.8 µM | GDH-TPI coupled enzyme counterscreen, NADH absorbance;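 further: 0% = DMSO wells and 100% = wells lacking the enzyme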
# MazF activator: increases E. coli MazEF RNase cleavage of RNA; P0AE70; FAM/BHQ RNA-DNA oligo cleavage fluorescence, 5 h; activation, % at 20 µM; hit rate 0.32% among 350,000; in the data active means activation above about 50%
# Target sequence (P0AE70 whole entry, looked up): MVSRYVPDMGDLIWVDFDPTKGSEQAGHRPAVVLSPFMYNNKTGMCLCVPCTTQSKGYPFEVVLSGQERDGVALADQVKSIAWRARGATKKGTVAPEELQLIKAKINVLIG
# Mtb FBA inh: inhibitors of M. tuberculosis fructose-bisphosphate aldolase; purified M. tuberculosis FBA, fluorescence read-out; inhibition, % at 1 µM; hit rate 2.3% among 360,000; in the data active means inhibition above about 27%;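 further: 0% = vehicle and 100% = reference inhibitor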
# Target sequence (P9WQA3 whole entry, looked up): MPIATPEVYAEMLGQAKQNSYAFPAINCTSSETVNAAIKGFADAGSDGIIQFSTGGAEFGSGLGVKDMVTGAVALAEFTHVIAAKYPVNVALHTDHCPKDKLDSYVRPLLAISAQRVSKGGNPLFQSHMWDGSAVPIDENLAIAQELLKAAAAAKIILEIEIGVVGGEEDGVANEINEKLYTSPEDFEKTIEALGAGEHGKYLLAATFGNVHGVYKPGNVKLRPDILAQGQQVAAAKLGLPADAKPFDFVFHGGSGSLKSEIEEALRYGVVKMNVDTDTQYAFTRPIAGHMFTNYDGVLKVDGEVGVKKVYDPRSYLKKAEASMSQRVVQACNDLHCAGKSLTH
# CCHFV vOTU inh: blocks the CCHF virus ovarian tumor domain protease; CCHFV vOTU protease, Pep-AMC fluorescence; inhibition, % at 11.5 µM; hit rate 0.55% among 370,000; AID 651958; further: 0% = vehicle wells with enzyme and 100% = no enzyme wells
# FadD28 binding: blocks FadD28 binding to the bisubstrate probe; fluorescence polarization; inhibition, % at 12.5 µM; hit rate 0.22% among 360,000; AID 588549; in the data active means inhibition above about 8.5%, passing the limit was not always enough; inconclusive means no clear call, values can overlap the other calls
# BoNT F protease: blocks Botulinum neurotoxin F light chain protease; hit rate 0.22% among 360,000; Multiplex microsphere protease cleavage assay, flow cytometry; AID 588497; inhibition, % at 10 µM; in the data active means inhibition above about 35%, passing the limit was not always enough; inconclusive means no clear call, values can overlap the other calls; further: plate controls were buffer without enzyme for full effect and enzyme alone for no effect
# Mtb BioA inh: inhibitors of Mycobacterium tuberculosis BioA enzyme; purified M. tuberculosis BioA enzyme, plate reader; AID 602481; inhibition, % at 9.99 µM; hit rate 0.096% among 360,000; in the data active means inhibition above about 40%; inconclusive means no clear call, values can overlap the other calls
# Mtb UGM inh: inhibitors of M. tuberculosis UDP-galactopyranose mutase; hit rate 0.06% among 320,000; inhibition, % at 10 µM; purified UGM, fluorescence polarization probe displacement; AID 504406; in the data active means inhibition above about 10%, passing the limit was not always enough; inconclusive means no clear call, values can overlap the other calls
# Target sequence (P9WIQ1 whole entry, looked up): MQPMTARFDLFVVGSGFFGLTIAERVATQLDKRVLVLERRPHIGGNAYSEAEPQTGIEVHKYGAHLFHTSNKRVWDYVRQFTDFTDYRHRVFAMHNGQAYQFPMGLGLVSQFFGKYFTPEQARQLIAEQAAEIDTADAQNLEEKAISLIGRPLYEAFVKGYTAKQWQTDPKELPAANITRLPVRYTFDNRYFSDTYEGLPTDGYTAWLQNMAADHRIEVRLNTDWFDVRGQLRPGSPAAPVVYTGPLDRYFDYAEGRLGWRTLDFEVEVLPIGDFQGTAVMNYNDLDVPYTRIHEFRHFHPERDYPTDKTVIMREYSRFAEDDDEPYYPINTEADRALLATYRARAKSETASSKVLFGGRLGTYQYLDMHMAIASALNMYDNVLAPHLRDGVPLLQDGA
# DUSP3 inh: DUSP3 (human) phosphatase inhibition; hit rate 0.52% among 290,000; inhibition, % at 13.3 µM; P51452; recombinant VHR phosphatase, pNPP absorbance; AID 1654; in the data active means inhibition above about 50%; further: some compounds called inactive have numbers as strong as hits
# Target sequence (P51452 whole entry, looked up): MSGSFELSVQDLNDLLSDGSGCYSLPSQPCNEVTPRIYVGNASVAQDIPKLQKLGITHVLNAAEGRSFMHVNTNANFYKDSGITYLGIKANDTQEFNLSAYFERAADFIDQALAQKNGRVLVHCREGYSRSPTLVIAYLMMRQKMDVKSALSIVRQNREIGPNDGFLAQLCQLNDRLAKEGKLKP
# * = called active by the depositor; ? = inconclusive; nt = not tested or not shown. Unless noted, no stated cut-off is given here; in the data, active means inhibition above about 30%; inactive means the rest.
smiles | Rv3671c protease | GDH-TPI counter | MazF activator | Mtb FBA inh | CCHFV vOTU inh | FadD28 binding | BoNT F protease | Mtb BioA inh | Mtb UGM inh | DUSP3 inh
c1ccc(-n2ncc3c2ncn2nc(CSc4nc5ccccc5s4)nc32)cc1 | 9 | -4 | -5 | 4 | 14 | -4.7 | -3 | -3.6 | 0.5 | -2
CCN(CC(=O)NC1CCS(=O)(=O)C1)c1ccc(S(=O)(=O)N(CC)CC)cc1[N+](=O)[O-] (centres undefined) | 7 | 2 | -3 | 1 | 1 | 0.0 | 5 | -0.5 | 0.3 | nt
CCc1ccc(NC(=O)CN(c2cc(C)cc(C)c2)S(=O)(=O)c2c(C)[nH]c(=O)[nH]c2=O)cc1 | 6 | 7 | 6 | 2 | nt | 0.8 | -2 | 2.0 | 0.4 | -6
COC(CNC(=O)c1cn(C)c2ccc(S(=O)(=O)N(C)C3CCCCC3)cc2c1=O)OC | -17 | 19 | 9 | 2 | -9 | -4.1 | -3 | 0.2 | 0.4 | 11
CNC(=O)c1ccc(C)c(NC(=O)C2=C(C)OCCS2)c1 | 0 | -1 | 3 | 6 | -7 | 1.8 | 18 | -3.4 | -1.5 | 5
CC(C)C(=O)NNC(=O)CSc1nnnn1C(C)C | -3 | -6 | 2 | 1 | 6 | 1.6 | -2 | -1.2 | -2.3 | 23
Cc1ccc(Cc2nnc3n(-c4cccc(C)c4)nc(C(=O)c4ccccc4)n3c2=O)cc1 | -10 | -1 | 1 | 6 | -1 | 0.1 | -3 | -1.9 | -0.5 | 22
N#Cc1ccccc1S(=O)(=O)N1CCN(C(=O)CN2CCCC2c2cccs2)CC1 (centres undefined) | -8 | -1 | 4 | 0 | 4 | -1.9 | 3 | -2.0 | 2.5 | nt
C/C(=N\Nc1cccc([N+](=O)[O-])c1)c1cc2ccccc2o1 | -1 | 2 | -2 | 0 | 2 | 0.3 | -11 | nt | -1.0 | 20
COc1ccc(S(=O)(=O)Nc2ccc3c(c2)CC(=O)N([C@@H](C)CO)C[C@H](C)[C@@H](CN(C)S(=O)(=O)c2ccc(F)cc2)O3)cc1 | -1 | -10 | 7 | 0 | 11 | 0.8 | 5 | 1.0 | 2.4 | nt
COc1ccc(CCNC(=O)C(=O)c2c[nH]c3ccccc23)cc1OC | nt | 14 | 5 | -1 | 11 | -0.4 | -9 | 1.0 | 3.3 | 16
CC(C)[C@H](NC(=O)OCc1ccccc1)C(=O)OCC(=O)Nc1ccc(N2CCOCC2)cc1 | -1 | 5 | 4 | 0 | -7 | -1.6 | 0 | -0.9 | -0.3 | nt
CC(=O)NC(c1ccco1)c1cc(F)c2cccnc2c1O (centres undefined) | 6 | -7 | 7 | 1 | 0 | -4.1 | -13 | -1.0 | 4.3 | nt
CN(C)S(=O)(=O)c1cccc(NC(=O)c2cc3c(=O)n4ccccc4nc3s2)c1 | 1 | 10 | 16 | 5 | -10 | -7.9 | 7 | nt | -2.5 | -3
CCC(=O)Nc1nonc1-c1nc2ccccc2n1CCC(C)C | -14 | 12 | 1 | 1 | -2 | 1.6 | -1 | -0.6 | 1.6 | 11
Nc1ccc(C(=O)Nc2cccc(NC(=O)c3ccc(N)cc3)c2)cc1 | 11 | -1 | 4 | 1 | -9 | -4.8 | -19 | 3.8 | 0.2 | 17
C=CCNc1ncnc2c1ncn2C1OC(CO)C(O)C1O (centres undefined) | 1 | 0 | -2 | 2 | -9 | -3.1 | 2 | -0.8 | 4.1 | 17
NNC(=O)c1ccc2ccccc2n1 | nt | 3 | -9 | 0 | -4 | -0.4 | -6 | nt | nt | 19
CCC(CC)C(=O)NN(C(=O)c1ccncc1)C1CC(=O)N(c2ccccc2)C1=O (centres undefined) | -3 | 2 | 5 | 0 | 8 | -3.2 | ? | nt | -0.1 | -7
COc1ccc(NC2=NCC(Cc3ccc(Br)cc3)S2)cc1 (centres undefined) | -1 | 10 | 1 | -7 | -3 | -4.8 | -18 | nt | -0.4 | 2
COc1cccc(-c2sc3ccc(OC)cc3c2-c2ccc(OCCN3CCOCC3)cc2)c1 | -9 | 12 | 11 | 0 | 12 | -3.7 | -2 | -1.6 | -0.3 | nt
COc1ccc(Br)cc1CN(C)CC(=O)NCCc1ccc(S(N)(=O)=O)cc1 | -1 | 3 | 4 | 3 | 1 | nt | -2 | -4.3 | -0.4 | 35
CN(Cc1cccs1)C(=O)c1cc(S(=O)(=O)N2CCOCC2)ccc1F | 13 | 5 | 8 | -1 | -9 | -1.8 | -1 | 0.6 | -0.2 | nt
CO/N=C/C(c1ccc(Cl)nc1)S(=O)(=O)c1ccccc1 (centres undefined) | -19 | 1 | 6 | 1 | 7 | nt | -13 | 0.0 | -1.6 | 16
Oc1ccc2ccccc2c1/C=N/n1cnnc1 | -1 | 12 | 3 | 0 | 3 | -2.5 | 2 | 0.7 | 1.5 | 31
COc1ccc(C2SCCN2S(=O)(=O)c2ccc(F)cc2)cc1OC (centres undefined) | 2 | -2 | 3 | 0 | -14 | -3.2 | 5 | -0.9 | 0.8 | 3
O=C(NCCCO)/C(=C\c1cn(-c2ccccc2)nc1-c1cccnc1)NC(=O)c1ccccc1 | 10 | 6 | 1 | 0 | -13 | -2.3 | 2 | nt | 0.4 | -12
O=C(NC1CCN(S(=O)(=O)c2ccc(Cl)cc2)CC1)C1CCCCC1 | -3 | 2 | -8 | -2 | 21 | -1.8 | 5 | -0.9 | -1.7 | 21
CCOc1ccc(C(O)(CCC(C)C)C(CN2CCOCC2)c2ccccc2)cc1 (centres undefined) | 0 | -1 | 0 | 2 | -3 | -2.9 | 4 | -0.8 | 0.4 | 6
O=C(Nc1ccccc1C(=O)NCCCN1CCOCC1)c1ccccc1 | -3 | -2 | 1 | -3 | -4 | 1.0 | -4 | -2.5 | -2.1 | 19
COc1cccc(C(=O)N2CCN(C(=O)Cc3ccccc3)CC2)c1 | 5 | 0 | 5 | 0 | -6 | -1.5 | 5 | nt | 0.6 | 20
CCc1ccc(N(CC)C(=O)c2ccc3c(Cl)c4c(nc3c2)CCC4)cc1 | -6 | 3 | -4 | 5 | 10 | -2.9 | 0 | 4.0 | -1.5 | 8
CCCOc1c(Br)cc(C2C3=C(CCCC3=O)N(C)C3=C2C(=O)CCC3)cc1OC | 5 | 12 | -5 | 42* | -62 | -2.4 | -6 | nt | -1.1 | 14
COc1ccccc1NC(=O)Cn1c([N+](=O)[O-])cnc1C | -10 | -2 | 2 | 0 | -16 | -3.8 | 1 | 9.3 | 1.1 | 16
CCOC(=O)c1cnc(SCc2nc(N)nc(Nc3ccccc3OC)n2)nc1N | -4 | nt | nt | nt | 6 | nt | nt | nt | -2.4 | 24
Cc1ccc(C2C3=C(CC(C)(C)CC3=O)Nc3[nH]c(=S)[nH]c(=O)c32)cc1 (centres undefined) | 4 | 1 | 8 | 1 | 21 | -2.8 | -5 | 3.5 | -2.4 | 7
O=[N+]([O-])c1cc(/C=N/N2CCN(C3c4ccccc4-c4ccccc43)CC2)ccc1Cl | -2 | -1 | -14 | 4 | 6 | 0.6 | -3 | nt | nt | 16
Cc1ccc(-n2c(C)cc(C3N=C(N)Nc4nc5ccccc5n43)c2C)c(C)c1 (centres undefined) | 1 | -3 | -15 | 1 | 11 | -5.3 | -20 | -0.8 | -1.6 | 22
COc1ccc(C(=O)NCCc2ccccc2)cc1[N+](=O)[O-] | -7 | 10 | 2 | 1 | 3 | -1.2 | 18 | 4.8 | 0.4 | 11
CCOC(=O)CSc1nc(NCc2ccco2)c2ccccc2n1 | -2 | -3 | -4 | -1 | 10 | -4.6 | -5 | -0.4 | -0.6 | 19
COc1ccc(S(=O)(=O)NCCC(=O)N2CCCC2)cc1N(C)S(C)(=O)=O | -10 | -4 | 4 | -2 | -5 | 0.1 | 8 | -0.7 | 0.8 | 22
Cc1nc(C)c(-c2ccn(C(=O)NC(C)C)n2)s1 | 5 | 6 | -16 | 4 | 5 | -0.7 | 38* | 0.1 | 2.0 | 9
CC(C)=CC(=O)Nc1nnc(-c2cccnc2)s1 | -3 | 13 | -2 | 4 | 5 | 0.0 | 7 | -1.7 | 1.5 | 53*
Cc1cc(Br)ccc1NC(=O)CCS(=O)(=O)c1cccc2nonc12 | -6 | 6 | 22 | 1 | -3 | -0.5 | -5 | -3.1 | 3.6 | 17
O=c1c2c3c(sc2nc2n1CCC2)CCCCC3 | 6 | -9 | 10 | 5 | 12 | -1.5 | 2 | nt | 0.6 | -5
C[n+]1ccccc1/C=C1\Sc2ccccc2N1CCO | 8 | 1 | -9 | -4 | 20 | 0.6 | -3 | -0.6 | 0.9 | 26
COc1ccc(S(=O)(=O)Nc2ccc(S(=O)(=O)Nc3nccs3)cc2)cc1 | 6 | 6 | -15 | 6 | 12 | 1.4 | 13 | -6.7 | 2.2 | 36
CN(CC(=O)Nc1cccc(F)c1)C(=O)c1ccccc1Sc1ccccc1C#N | -11 | -6 | 6 | 0 | 12 | -2.9 | 1 | -0.2 | 1.0 | nt
O=c1[nH]c(=S)n(Cc2ccc(F)cc2)c(O)c1/C=N/N1CCCCC1 | -14 | 16 | 5 | -2 | 1 | -0.4 | -1 | nt | 0.5 | 1
COC(=O)Cn1c(=O)c2c(n(Cc3ccccc3)c1=O)N/C(=C/c1ccc(OC)cc1)C2=O | 1 | 41* | -10 | -1 | -1 | 2.3 | 0 | nt | 0.6 | -4

# Of the compounds above, 14 have an aryl methoxy group:
smiles | Rv3671c protease | GDH-TPI counter | MazF activator | Mtb FBA inh | CCHFV vOTU inh | FadD28 binding | BoNT F protease | Mtb BioA inh | Mtb UGM inh | DUSP3 inh
COc1ccc(S(=O)(=O)Nc2ccc3c(c2)CC(=O)N([C@@H](C)CO)C[C@H](C)[C@@H](CN(C)S(=O)(=O)c2ccc(F)cc2)O3)cc1 | -1 | -10 | 7 | 0 | 11 | 0.8 | 5 | 1.0 | 2.4 | nt
COc1ccc(CCNC(=O)C(=O)c2c[nH]c3ccccc23)cc1OC | nt | 14 | 5 | -1 | 11 | -0.4 | -9 | 1.0 | 3.3 | 16
COc1ccc(NC2=NCC(Cc3ccc(Br)cc3)S2)cc1 (centres undefined) | -1 | 10 | 1 | -7 | -3 | -4.8 | -18 | nt | -0.4 | 2
COc1cccc(-c2sc3ccc(OC)cc3c2-c2ccc(OCCN3CCOCC3)cc2)c1 | -9 | 12 | 11 | 0 | 12 | -3.7 | -2 | -1.6 | -0.3 | nt
COc1ccc(Br)cc1CN(C)CC(=O)NCCc1ccc(S(N)(=O)=O)cc1 | -1 | 3 | 4 | 3 | 1 | nt | -2 | -4.3 | -0.4 | 35
COc1ccc(C2SCCN2S(=O)(=O)c2ccc(F)cc2)cc1OC (centres undefined) | 2 | -2 | 3 | 0 | -14 | -3.2 | 5 | -0.9 | 0.8 | 3
COc1cccc(C(=O)N2CCN(C(=O)Cc3ccccc3)CC2)c1 | 5 | 0 | 5 | 0 | -6 | -1.5 | 5 | nt | 0.6 | 20
CCCOc1c(Br)cc(C2C3=C(CCCC3=O)N(C)C3=C2C(=O)CCC3)cc1OC | 5 | 12 | -5 | 42* | -62 | -2.4 | -6 | nt | -1.1 | 14
COc1ccccc1NC(=O)Cn1c([N+](=O)[O-])cnc1C | -10 | -2 | 2 | 0 | -16 | -3.8 | 1 | 9.3 | 1.1 | 16
CCOC(=O)c1cnc(SCc2nc(N)nc(Nc3ccccc3OC)n2)nc1N | -4 | nt | nt | nt | 6 | nt | nt | nt | -2.4 | 24
COc1ccc(C(=O)NCCc2ccccc2)cc1[N+](=O)[O-] | -7 | 10 | 2 | 1 | 3 | -1.2 | 18 | 4.8 | 0.4 | 11
COc1ccc(S(=O)(=O)NCCC(=O)N2CCCC2)cc1N(C)S(C)(=O)=O | -10 | -4 | 4 | -2 | -5 | 0.1 | 8 | -0.7 | 0.8 | 22
COc1ccc(S(=O)(=O)Nc2ccc(S(=O)(=O)Nc3nccs3)cc2)cc1 | 6 | 6 | -15 | 6 | 12 | 1.4 | 13 | -6.7 | 2.2 | 36
COC(=O)Cn1c(=O)c2c(n(Cc3ccccc3)c1=O)N/C(=C/c1ccc(OC)cc1)C2=O | 1 | 41* | -10 | -1 | -1 | 2.3 | 0 | nt | 0.6 | -4
